Bioassay records: PubChem, several laboratories
NF-kB neuron act: activators of NF-kB expression in neurons, primary screen, cell-based, HTS; human neuronal cells, NF-kB reporter expression; active compounds read high; AID 1239, 2008; fold change at 12.5 µM; 190,000 compounds, 1.6% hits; in the data active = fold change above about 3.3
STAT3 act: IL-6 driven STAT3 reporter potentiators, primary screen, U3A cells, luciferase, luminescence, MLSCN library; IL-6 STAT3-luciferase reporter; 100% = signal with IL-6 EC80 alone; activation (% of control), % at 5.6 µM; 190,000 compounds, 0.91% hits; AID 871, 2007;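 active = activation above the screen-wide mean of compound activation plus 3 SD, cut at about 130% in these data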;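 also: 0% = background luminescence of wells with medium and substrate only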
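Material: STAT3-luciferase reporter U3A cells. Controls: IL-6-treated wells, 100% activation. Read-out: % activation versus median of IL-6-stimulated wells. Probe or stimulus: IL-6 stimulus at 33 ng/mL final. Timing: compound 1 h, then IL-6 6 h at 37 °C. Signal: reporter luminescence signal.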
Efa HMGR inh: inhibitors of E. faecalis class II HMGR, primary screen, biochemical, Enterococcus faecalis; HMG-CoA reductase (Enterococcus faecalis, mvaE); purified E. faecalis HMGR, NADPH absorbance 340 nm kinetic; inhibition, % at 10 µM; 190,000 compounds, 0.41% hits;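 active = inhibition above a set limit, the median over all tested compounds plus 3 SD, cut at about 9.5% in these data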;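 also: enzyme runs in reverse so mevalonate oxidation gives rising NADPH absorbance; 0% = complete reaction with DMSO and 100% = background rate lacking mevalonate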
TLR4-MyD88 BLA: inhibitors of TLR4-MyD88 association in cells, primary screen, cell-based, HeLa CL3-4, BLA complementation, FRET ratio; 200,000 compounds, 0.18% hits; HeLa CL3-4 TLR4/MyD88 BLA complementation; AID 861, 2007; inhibition, % at 8.4 µM; in the data active = inhibition above about 25%;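 also: 0% = vehicle and 100% = reference inhibitor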
Target sequence (O00206 whole entry, looked up): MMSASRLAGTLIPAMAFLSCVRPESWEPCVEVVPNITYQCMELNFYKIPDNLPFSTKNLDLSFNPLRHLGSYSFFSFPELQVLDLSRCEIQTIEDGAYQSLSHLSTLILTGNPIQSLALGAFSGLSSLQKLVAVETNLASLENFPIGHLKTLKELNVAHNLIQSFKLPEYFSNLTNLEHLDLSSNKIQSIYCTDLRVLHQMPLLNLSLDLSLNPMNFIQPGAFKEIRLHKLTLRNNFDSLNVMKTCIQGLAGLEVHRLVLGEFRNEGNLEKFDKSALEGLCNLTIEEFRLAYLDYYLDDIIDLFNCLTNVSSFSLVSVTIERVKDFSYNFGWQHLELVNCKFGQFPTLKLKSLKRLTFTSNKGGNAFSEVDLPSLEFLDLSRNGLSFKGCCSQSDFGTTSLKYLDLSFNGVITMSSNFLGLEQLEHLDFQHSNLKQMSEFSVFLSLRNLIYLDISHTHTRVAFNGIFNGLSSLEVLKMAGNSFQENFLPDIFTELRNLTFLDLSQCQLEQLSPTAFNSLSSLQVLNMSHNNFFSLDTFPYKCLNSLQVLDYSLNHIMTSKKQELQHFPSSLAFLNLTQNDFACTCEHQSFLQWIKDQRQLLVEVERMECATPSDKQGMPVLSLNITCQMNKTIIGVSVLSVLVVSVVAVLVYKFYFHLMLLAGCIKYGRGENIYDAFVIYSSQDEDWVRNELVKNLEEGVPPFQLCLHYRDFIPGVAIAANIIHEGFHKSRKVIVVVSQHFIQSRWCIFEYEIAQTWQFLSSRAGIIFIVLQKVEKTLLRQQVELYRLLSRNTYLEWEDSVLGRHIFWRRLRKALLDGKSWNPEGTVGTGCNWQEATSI
Target sequence (Q99836 whole entry, looked up): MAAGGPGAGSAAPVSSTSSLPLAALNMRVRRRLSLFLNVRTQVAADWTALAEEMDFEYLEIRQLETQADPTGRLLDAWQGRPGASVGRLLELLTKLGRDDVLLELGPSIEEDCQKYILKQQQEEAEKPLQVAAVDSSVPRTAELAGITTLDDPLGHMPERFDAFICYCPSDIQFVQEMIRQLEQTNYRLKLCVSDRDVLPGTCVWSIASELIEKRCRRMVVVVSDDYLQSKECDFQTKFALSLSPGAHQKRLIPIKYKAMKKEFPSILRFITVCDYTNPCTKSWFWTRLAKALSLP
STAT1 activator: STAT1 signaling activators, primary screen, cell-based, HTS, luciferase reporter; activation (% of control), % at 5.5 µM; 200,000 compounds, 2.6% hits; NIH 3T3 STAT1-luciferase reporter, IFN-gamma, luminescence; 100% = IFN-gamma alone, no compound;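 active = activation above the screen-wide mean activation plus 3 SD, cut at about 130% in these data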;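 also: raw ratio to IFN-gamma control signal so 100% means no change and 0% no light; values of inactives mirror those of a sister screen read the other way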
STAT3 blocker: IL-6 driven STAT3 reporter inhibitors, primary screen, U3A cells, luciferase, luminescence, MLSCN library; IL-6 STAT3-luciferase reporter; host cell line lacks STAT1; inhibition, % at 5.5 µM; 190,000 compounds, 0.89% hits;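 active = inhibition above the mean inhibition across all screened compounds plus 3 SD, cut at about 44% in these data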;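 also: 0% = DMSO only wells and 100% = 100 µM nifuroxazide control wells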
Redox H2O2 prof: compounds producing H2O2 with reducing agent – biochemical, NIH compound library profiling, artefact control for MLSCN library redox annotation, primary screen; AID 878, 2007; activation, % at 10 µM; 200,000 compounds, 0.03% hits; DTT-dependent redox cycling H2O2, phenol red/HRP absorbance; 100% = 100 µM peroxide control, 0% = buffer;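 active = activation of at least 50% relative to the plate's high and low controls in the primary single-dose screen; inactive = activation below 50%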;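 also: compound incubated with DTT at 0.8 mM final as the reducing agent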
STAT1 blocker: STAT1 signaling inhibitors, primary screen, cell-based, HTS, luciferase reporter; NIH 3T3 STAT1-luciferase reporter, IFN-gamma, luminescence; inhibition, % at 5.5 µM; 200,000 compounds, 0.35% hits; AID 920, 2007;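 active = inhibition above a set limit, the mean inhibition across all tested compounds plus 3 SD, cut at about 34% in these data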;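 also: 0% = IFN-gamma with DMSO and 100% = IFN-gamma with 300 µM nifuroxazide; values of inactives mirror those of a sister screen read the other way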
Hsp70 act: Hsp70 transcriptional activators, primary screen, cell-based, HeLa, Hsp70 promoter luciferase, luminescence, 10 µM. activation, % at 10 µM. HeLa Hsp70 promoter luciferase reporter; scaled: vehicle 0, proteasome-inhibitor control 100%. 200,000 compounds, 0.04% hits;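 active = activation above the mean across all tested compounds plus 3 SD, cutoff set per campaign, cut at about 5.5% in these data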;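 also: 100% = MG132 at 30 µM as the positive control and 0% = DMSO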
APP 5'UTR act: activators of APP 5'UTR luciferase reporter, primary screen, SH-SY5Y cells; SH-SY5Y APP 5'UTR luciferase reporter, luminescence; zero percent = DMSO vehicle wells; activation, % at 2 µM; 190,000 compounds, 1% hits;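 active = activation above a set limit, based on mean plus 3 SD of controls, cut at about 140% in these data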; also: values of inactives mirror those of a sister screen read the other way
* marks the source's active call; other numbers are inactive results.

`O=C(NCCCN1CCCC1)c1ccc(CS(=O)(=O)c2ccc(Br)cc2)o1` gave NF-kB neuron act 0.88, STAT3 act 103.7, Efa HMGR inh 1.3, TLR4-MyD88 BLA -9.1, STAT1 activator 104.3, STAT3 blocker 4.6, Redox H2O2 prof 0.2, STAT1 blocker -4.7, Hsp70 act 0.3 and APP 5'UTR act 11.0.
Screening CCOC(=O)CNC(=O)CSc1nc2cccnc2n1CC returned NF-kB neuron act 1.19, STAT3 act 109.1, Efa HMGR inh -2.0, TLR4-MyD88 BLA -3.7, STAT1 activator 102.2, STAT3 blocker -10.0, Redox H2O2 prof 0.8, STAT1 blocker -2.4, Hsp70 act -0.6 and APP 5'UTR act -13.2.
Screening O=C(Nc1ccccc1)n1ccc(-c2ccc(-n3ccnc3)cc2)n1 returned NF-kB neuron act 1.81, STAT3 act 103.1, Efa HMGR inh -4.0, TLR4-MyD88 BLA -7.7, STAT1 activator 110.8, STAT3 blocker -1.2, Redox H2O2 prof 7.4, STAT1 blocker -10.9, Hsp70 act -0.2 and APP 5'UTR act 51.9.
Screening O=C(NCCN1C(=O)S/C(=C\c2cccs2)C1=O)c1ccco1 returned NF-kB neuron act 1.42, STAT3 act 99.7, Efa HMGR inh 4.5, TLR4-MyD88 BLA 12.7, STAT1 activator 97.2, STAT3 blocker 7.9, Redox H2O2 prof -0.2, STAT1 blocker 2.7, Hsp70 act -0.3 and APP 5'UTR act -15.8.
`Cc1ccc2[nH]c(=O)cc(C(=O)OC(C)C)c2c1` gave NF-kB neuron act 1.21, STAT3 act 101.5, Efa HMGR inh -9.1, TLR4-MyD88 BLA 13.0, STAT1 activator 101.3, STAT3 blocker 1.7, Redox H2O2 prof 0.3, STAT1 blocker -3.6, Hsp70 act -0.5 and APP 5'UTR act 5.8.
For COc1cccc(-c2cc(C(=O)NN3CCOCC3)c3ccccc3n2)c1 the results were NF-kB neuron act 1.01, STAT3 act 100.6, Efa HMGR inh -5.0, TLR4-MyD88 BLA 1.3, STAT1 activator 93.4, STAT3 blocker -3.3, Redox H2O2 prof -0.6, STAT1 blocker 7.4, Hsp70 act -0.2 and APP 5'UTR act -10.1.
`O=[N+]([O-])c1ccccc1/C=N/N1CCN(c2ccc(Cl)cc2)CC1` gave NF-kB neuron act 1.15, STAT3 act 78.8, Efa HMGR inh 1.6, TLR4-MyD88 BLA -6.1, STAT1 activator 89.9, STAT3 blocker 31.1, Redox H2O2 prof 0.8, STAT1 blocker 2.6, Hsp70 act -0.2 and APP 5'UTR act 13.9.
COc1ccccc1C(=O)Nc1ccc2c(c1)nc(CN1CCN(C(C)=O)CC1)n2C was read as NF-kB neuron act 1.18, STAT3 act 94.3, Efa HMGR inh -0.7, TLR4-MyD88 BLA -0.5, STAT1 activator 103.8, STAT3 blocker 9.6, Redox H2O2 prof 0.0, STAT1 blocker -4.2, Hsp70 act 0.1 and APP 5'UTR act 1.1.
`O=C(CN1C(=O)/C(=C\c2cccc(F)c2)Oc2ccccc21)N1CCN(c2ccccn2)CC1` gave NF-kB neuron act 0.97, STAT3 act 95.7, Efa HMGR inh -2.4, TLR4-MyD88 BLA -3.6, STAT1 activator 101.6, STAT3 blocker 2.8, Redox H2O2 prof 3.7, STAT1 blocker -1.8, Hsp70 act -0.1 and APP 5'UTR act -1.2.
C[C@@H](C(=O)NCCc1c[nH]c2ccccc12)[C@@H]1C[C@@]1(C)[C@@H](NC(=O)OCc1ccccc1)c1ccccc1 was read as NF-kB neuron act 0.76, STAT3 act 120.2, Efa HMGR inh -11.8, TLR4-MyD88 BLA 0.5, STAT1 activator 82.9, STAT3 blocker -27.0, Redox H2O2 prof 0.5, STAT1 blocker 18.8, Hsp70 act -0.4 and APP 5'UTR act -21.7.
Screening CCCCN(C)C(=S)Nc1ccc2nc3n(c(=O)c2c1)CCCCC3 returned NF-kB neuron act 1.19, STAT3 act 74.9, Efa HMGR inh -9.1, TLR4-MyD88 BLA 5.7, STAT1 activator 84.0, STAT3 blocker 35.1, Redox H2O2 prof -2.7, STAT1 blocker 16.0, Hsp70 act -0.3 and APP 5'UTR act 8.4.
COc1cccc(C2=NOC(C(=O)N3CCN(c4ccccc4)CC3)C2)c1OC (configuration not stated) was read as NF-kB neuron act 0.9, STAT3 act 96.5, Efa HMGR inh -4.3, TLR4-MyD88 BLA -2.0, STAT1 activator 102.1, STAT3 blocker 9.5, Redox H2O2 prof -0.5, STAT1 blocker -2.3, Hsp70 act 0.1 and APP 5'UTR act 5.8.
Screening CCC(NC(=O)c1ccccc1NC(=O)c1ccc(C)cc1)C(=O)O (configuration not stated) returned NF-kB neuron act 1.43, STAT3 act 106.1, Efa HMGR inh 2.3, TLR4-MyD88 BLA -2.8, STAT1 activator 91.2, STAT3 blocker -0.9, Redox H2O2 prof 0.1, STAT1 blocker 9.5, Hsp70 act -0.1 and APP 5'UTR act 0.5.
Screening CC(C)(C)NC(=O)COC(=O)c1cc(S(=O)(=O)N2CCCCC2)ccc1N1CCOCC1 returned NF-kB neuron act 0.97, STAT3 act 109.7, Efa HMGR inh -2.4, TLR4-MyD88 BLA -4.2, STAT1 activator 93.7, STAT3 blocker -5.0, Redox H2O2 prof -1.7, STAT1 blocker 6.9, Hsp70 act -0.4 and APP 5'UTR act -10.6.
Screening c1ccc(-c2cc3c(N4CCN(c5ccccc5)CC4)ncnc3s2)cc1 returned NF-kB neuron act 0.85, STAT3 act 115.3, Efa HMGR inh -7.0, TLR4-MyD88 BLA -13.9, STAT1 activator 106.5, STAT3 blocker -19.5, Redox H2O2 prof -0.6, STAT1 blocker -6.8, Hsp70 act 0.0 and APP 5'UTR act -7.3.
For N#Cc1cc(-c2ccccc2)nc(Oc2ccc(Cl)cc2)n1 the results were NF-kB neuron act 1.12, STAT3 act 83.4, Efa HMGR inh -2.4, TLR4-MyD88 BLA 0.2, STAT1 activator 98.8, STAT3 blocker 17.8, Redox H2O2 prof 0.1, STAT1 blocker 1.4, Hsp70 act -0.2 and APP 5'UTR act 0.5.
For CCOC(=O)C1CCCN(c2c(N3CCc4ccccc4C3)c(=O)c2=O)C1 (configuration not stated) the results were NF-kB neuron act 0.92, STAT3 act 105.2, Efa HMGR inh 2.7, TLR4-MyD88 BLA 15.7, STAT1 activator 99.7, STAT3 blocker -1.5, Redox H2O2 prof -1.2, STAT1 blocker 0.3, Hsp70 act -0.5 and APP 5'UTR act 1.1.
CSc1nnc(NC(=O)c2ccc(C)c(S(=O)(=O)N3CCOCC3)c2)s1 was read as NF-kB neuron act 1.26, STAT3 act 110.1, Efa HMGR inh -2.8, TLR4-MyD88 BLA 3.5, STAT1 activator 103.7, STAT3 blocker -7.9, Redox H2O2 prof 2.9, STAT1 blocker -4.0, Hsp70 act -0.2 and APP 5'UTR act 6.0.
Screening Cc1ccc(OCc2nnnn2-c2ccccc2)cc1 returned NF-kB neuron act 1.12, STAT3 act 103.0, Efa HMGR inh -0.3, TLR4-MyD88 BLA 1.9, STAT1 activator 107.7, STAT3 blocker -1.3, Redox H2O2 prof 0.7, STAT1 blocker -8.6, Hsp70 act 0.0 and APP 5'UTR act 18.4.
`CCOC(=O)C(NC(=O)c1ccc(OC)cc1)(OCC1(CC)COC1)C(F)(F)F` (configuration not stated) gave NF-kB neuron act 0.99, STAT3 act 99.4, Efa HMGR inh -2.3, TLR4-MyD88 BLA 5.0, STAT1 activator 96.0, STAT3 blocker 1.1, Redox H2O2 prof 2.1, STAT1 blocker 4.3, Hsp70 act -0.3 and APP 5'UTR act 21.7.
COc1ccc(-c2csc(NC(=O)CN3C(=O)CCC3=O)n2)cc1 was read as NF-kB neuron act 1.37, STAT3 act 102.4, Efa HMGR inh 2.3, TLR4-MyD88 BLA 13.5, STAT1 activator 111.1, STAT3 blocker -1.6, Redox H2O2 prof -0.9, STAT1 blocker -13.5, Hsp70 act -0.1 and APP 5'UTR act 7.1.
CCOC(=O)c1ccc(CNCc2ccccc2)cc1 was read as NF-kB neuron act 1.47, STAT3 act 113.7, Efa HMGR inh -3.5, TLR4-MyD88 BLA 7.8, STAT1 activator 122.7, STAT3 blocker -19.4, Redox H2O2 prof 0.3, STAT1 blocker -25.5, Hsp70 act -0.1 and APP 5'UTR act 28.0.
C=CCn1c(SCC(O)Cn2c3ccccc3c3ccccc32)nnc1-c1ccco1 (configuration not stated) was read as NF-kB neuron act 0.79, STAT3 act 100.6, Efa HMGR inh 4.5, TLR4-MyD88 BLA -20.5, STAT1 activator 103.8, STAT3 blocker 3.4, Redox H2O2 prof 2.6, STAT1 blocker -4.2, Hsp70 act 0.2 and APP 5'UTR act -11.4.
Cc1ccc(C(c2c(O)nc3n(c2=O)CCS3)c2c(O)nc3n(c2=O)CCS3)cc1 was read as NF-kB neuron act 1.11, STAT3 act 92.2, Efa HMGR inh -0.3, TLR4-MyD88 BLA -13.6, STAT1 activator 102.0, STAT3 blocker 9.6, Redox H2O2 prof 0.0, STAT1 blocker -2.3, Hsp70 act -0.2 and APP 5'UTR act -4.3.
`CCOc1nc(NCCO)nc(Nc2ccccc2F)n1` gave NF-kB neuron act 1.12, STAT3 act 109.5, Efa HMGR inh -3.8, TLR4-MyD88 BLA 5.9, STAT1 activator 105.7, STAT3 blocker -4.8, Redox H2O2 prof 0.0, STAT1 blocker -6.5, Hsp70 act -0.2 and APP 5'UTR act 4.8.
CN(c1ccc(C(=O)NCCSC(C)(C)C)cc1)S(=O)(=O)c1ccccc1 was read as NF-kB neuron act 1.08, STAT3 act 102.6, Efa HMGR inh -1.8, TLR4-MyD88 BLA 10.0, STAT1 activator 99.0, STAT3 blocker 1.6, Redox H2O2 prof -0.1, STAT1 blocker -0.3, Hsp70 act -0.1 and APP 5'UTR act 18.9.
`COc1ccc(/C=N/NC(=O)Cn2c(Cc3ccc(OC)c(OC)c3)nc3ccccc32)cc1OC` gave NF-kB neuron act 0.94, STAT3 act 99.0, Efa HMGR inh 0.6, TLR4-MyD88 BLA -0.9, STAT1 activator 96.8, STAT3 blocker 0.6, Redox H2O2 prof 0.1, STAT1 blocker 3.5, Hsp70 act -0.2 and APP 5'UTR act 3.1.
CC(C)(C)C(=O)CNS(=O)(=O)c1ccc(S(=O)(=O)NC2CCCC2)cc1 was read as NF-kB neuron act 0.87, STAT3 act 99.0, Efa HMGR inh -3.5, TLR4-MyD88 BLA 2.5, STAT1 activator 101.1, STAT3 blocker 5.6, Redox H2O2 prof 2.4, STAT1 blocker -1.2, Hsp70 act 0.4 and APP 5'UTR act -0.5.
